MEP2-GFP yeast = yeast TOR pathway MEP2-GFP modulation; S. cerevisiae MEP2-GFP strain, flow cytometry GFP, 3 h; 100% = DMSO control level; GFP response vs DMSO, % at 10 µM; 330,000 compounds, 0.51% hits; AID 2016;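 active = GFP response versus DMSO above a set limit, roughly screen mean plus 3 SD, cut at about 180% in these data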;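 note: median GFP fluorescence of the barcode-gated MEP2-GFP cells per well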
EBNA-1 inh = blocks EBNA-1 binding to DNA. inhibition, % at 14.8 µM. EBNA-1 DNA binding, fluorescence polarization. AID 1950. 300,000 compounds, 0.34% hits; in the data active = inhibition above about 28%
RPL19A-GFP yeast = yeast TOR pathway RPL19A-GFP modulation. S. cerevisiae RPL19A-GFP strain, flow cytometry, 3 h; active compounds read low. percent response vs DMSO, % at 10 µM. 330,000 compounds, 0.3% hits;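 active = percent response vs DMSO below 50%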;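 note: median channel GFP fluorescence of the barcoded RPL19A-GFP strain; ratio of sample median GFP to plate DMSO average so 100% = DMSO; lower means less RPL19A-GFP as with rapamycin TOR inhibition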
LAP4 TOR yeast = modulators of TOR pathway LAP4-GFP in S. cerevisiae; S. cerevisiae LAP4-GFP multiplex, flow cytometry GFP, 3 h; median GFP as percent of DMSO wells; GFP response vs DMSO, % at 10 µM; 320,000 compounds, 0.34% hits; AID 2023;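 active = GFP response vs DMSO above a set limit, about the screen mean plus 3 SD, cut at about 150% in these data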
procasp3 activ = procaspase-3 (human) activation. activation, % at 8.5 µM. P42574. 330,000 compounds, 0.11% hits. recombinant procaspase-3 D3A, Ac-DEVD-pNA absorbance 405 nm;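 active = activation above the mean of all tested compounds plus 3 SD, cut at about 21% in these data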;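 note: 0% = DMSO alone and 100% = DMSO wells spiked with extra 5 µM PC-3 D3A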
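Assay system: Autoprocessing-dead procaspase-3 D3A mutant enzyme; also added: Ac-DEVD-pNA; doses: one concentration, 8.5 µM nominal, 0.8% DMSO; times: 1 h compound preincubation, 2 h substrate hydrolysis at 25 °C; technique: 405 nm absorbance of p-nitroaniline, reads at 0 and 120 min; measure: % activation between DMSO and enzyme-spiked controls; repeats: single replicate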
proCasp7 act = counter-screen for procaspase-3 activators: activators of human procaspase-7. P55210. recombinant procaspase-7, Ac-DEVD-pNA absorbance 405 nm; D23A/D198A/D206A triple mutant, cannot self-cleave; scale: DMSO 0, 5 µM enzyme 100. activation, % at 8.5 µM. 330,000 compounds, 0.093% hits. AID 463210;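 active = percent activation above the screen-wide mean plus 3 SD, cut at about 25% in these data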
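Assay system: Uncleavable procaspase-7 mutant enzyme; Input: 2 µM procaspase-7 mutant as dispensed; Also added: DEVD-pNA substrate; Medium: Zinc-free HEPES pH 7.4 with 300 mM NaCl, 0.01% Triton X-100; Timing: 1 h compound preincubation, 2 h substrate cleavage, 25 °C; Measured by: Epi-absorbance of released pNA at 405 nm, two timepoints.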
AHR act = human AHR activation | P35869 | AHR-responsive luciferase reporter cells, luminescence | activation, % at 5 µM | 320,000 compounds, 2.5% hits | AID 2796; in the data active = activation above about 47%;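 note: 0% = vehicle wells and 100% = reference agonist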
ZTA counter = ZTA (EBV) inhibition in EBNA-1 counter-screen; P03206; ZTA-DNA binding, fluorescence polarization; inhibition, % at 11 µM; 320,000 compounds, 0.15% hits; AID 2234; in the data active = inhibition above about 33%
* hit, by the source's call; / = not tested or not shown. An unsorted share of the library; overall some 3.8% were active at least once.

SMILES	MEP2-GFP yeast	EBNA-1 inh	RPL19A-GFP yeast	LAP4 TOR yeast	procasp3 activ	proCasp7 act	AHR act	ZTA counter
CCNc1ccc(C(=O)NN=C2CCCC2)cc1[N+](=O)[O-]	98.9	-10.7	98.5	94.9	-0.6	-0.1	9.0	7.8
O=C(Cn1cc([N+](=O)[O-])ccc1=O)NC1CCCCC1	102.4	/	100.4	106.1	1.8	-5.5	0.3	11.6
CNC(=S)NC12CC3CC(CC(C3)C1)C2	86.8	-1.3	93.6	110.4	-0.1	-0.1	-0.6	1.2
C=CCn1c(SCc2ccc(C(=O)OC)cc2)nnc1-c1sc(N)nc1C	104.5	-15.7	104.3	94.8	-14.5	-5.2	-2.4	-1.2
Cc1ccccc1N(C(=O)c1snc(C(N)=O)c1N)C(C(=O)NCc1ccccc1)c1ccc(O)cc1 (stereo not given)	93.1	9.3	93.3	86.8	-97.9	40.2*	0.6	15.6
Cc1ccc(-n2nc(-c3ccccc3)cc2Nc2ccccc2N)cc1	99.0	10.2	96.3	99.4	0.2	-10.6	2.0	-2.0
COc1ccc(N2CCN(C(=O)c3cccc(F)c3)CC2)c([N+](=O)[O-])c1	92.8	3.6	94.5	103.7	-1.0	-4.0	-0.5	10.9
CN(C)CCN(C(=O)c1ccc(Br)s1)c1nc2cc3c(cc2s1)OCCO3	100.6	7.7	103.2	99.7	-6.9	-9.1	0.8	7.3
C=C1CCN([C@H](C(=O)NCc2cc(OC)c(OC)c(OC)c2)C(C)C)S(=O)(=O)c2ccccc21	96.1	-1.9	99.9	115.0	10.9	-8.9	-0.6	-7.9
O=C(CNS(=O)(=O)c1ccccc1F)Nc1ccc(N2CCOCC2)cc1	104.0	-0.4	100.0	104.3	3.0	6.1	0.2	-4.1
O=C(N/N=C\c1ccncc1)c1ccc(Cl)s1	98.3	-6.1	103.1	100.4	-6.5	2.9	27.7	-11.5
CC(CC(=O)Nc1ccc(S(=O)(=O)Nc2ncccn2)cc1)c1ccccc1 (stereo not given)	105.5	5.7	101.9	94.1	-0.8	13.9	-2.5	-1.4
Cc1ccc(NC(=O)C(OC(=O)c2ccccc2Cl)c2ccccc2)cc1Cl (stereo not given)	92.7	9.9	97.6	99.5	-6.8	1.3	1.9	3.7
COC(=O)c1ccccc1NC(=O)c1cc(-c2ccc(C)cc2)on1	100.8	3.9	87.1	88.4	2.5	3.5	-0.1	-8.4
COc1ccc(C(=O)Nc2ccc(N3CCCCCC3)cc2)cc1S(=O)(=O)N1CCOCC1	99.7	/	97.2	99.6	-1.8	-9.1	-0.8	3.4
C=CCn1c(=O)[nH]c2cc(C(=O)N3CCN(c4ccc(C(C)=O)cc4)CC3)ccc2c1=O	98.0	0.7	98.2	99.8	-6.4	-0.6	-0.2	-20.4
CC1(C)Cc2cccc(OCC(=O)NCCc3ccc(S(N)(=O)=O)cc3)c2O1	99.2	/	97.4	96.9	8.5	-6.1	-0.3	-8.8
Cc1ccc(N(CC(=O)Nc2ccccc2-c2ccccc2)S(=O)(=O)c2ccccc2)c(C)c1	104.5	-8.6	106.6	92.8	-3.9	15.4	1.0	-10.6
O=C1OC(N2C(=O)CC[C@H]2C(=O)Nc2ccc(Br)cc2F)c2ccccc21 (stereo not given in full)	105.9	-3.7	95.7	97.2	-2.2	2.8	-0.9	-11.6
O=C(N1CCOCC1)N1CCC(n2nnc3ccccc32)CC1	104.5	5.6	98.7	99.5	4.3	4.5	0.1	5.7
O=C1CN(C(=O)COC(=O)c2ccc(Cl)c(S(=O)(=O)N3CCCCC3)c2)c2ccccc2N1	90.8	/	98.2	96.2	13.2	-6.0	3.9	/
CCS(=O)(=O)N1CCN(c2ccc(C(=O)NC34CC5CC(CC(C5)C3)C4)cc2[N+](=O)[O-])CC1	92.7	-1.2	95.8	97.3	3.6	0.7	2.9	-7.2
CCCCC(C(=O)O)C(C)CC(=O)Nc1nncs1 (stereo not given)	104.5	3.1	99.1	104.4	2.7	2.4	0.9	14.6
Cc1ccn(CC(=O)N2CCCC(C(=O)c3cccc4ccccc34)C2)n1 (stereo not given)	106.0	0.6	97.3	114.0	-2.1	6.7	4.7	-0.6
CCn1c(SCC(=O)NC2CCCCC2C)nnc1-c1ccc(OC)cc1 (stereo not given)	102.8	-10.8	100.2	98.7	5.4	-2.1	-0.6	-3.6

Reformatted: results already given.
| compound | MEP2-GFP yeast | EBNA-1 inh | RPL19A-GFP yeast | LAP4 TOR yeast | procasp3 activ | proCasp7 act | AHR act | ZTA counter |
| --- | --- | --- | --- | --- | --- | --- | --- | --- |
| O=C(N/N=C\c1ccncc1)c1ccc(Cl)s1 | 98.3 | -6.1 | 103.1 | 100.4 | -6.5 | 2.9 | 27.7 | -11.5 |
| CC(CC(=O)Nc1ccc(S(=O)(=O)Nc2ncccn2)cc1)c1ccccc1 (stereo not given) | 105.5 | 5.7 | 101.9 | 94.1 | -0.8 | 13.9 | -2.5 | -1.4 |
| Cc1ccc(NC(=O)C(OC(=O)c2ccccc2Cl)c2ccccc2)cc1Cl (stereo not given) | 92.7 | 9.9 | 97.6 | 99.5 | -6.8 | 1.3 | 1.9 | 3.7 |
| COC(=O)c1ccccc1NC(=O)c1cc(-c2ccc(C)cc2)on1 | 100.8 | 3.9 | 87.1 | 88.4 | 2.5 | 3.5 | -0.1 | -8.4 |
| COc1ccc(C(=O)Nc2ccc(N3CCCCCC3)cc2)cc1S(=O)(=O)N1CCOCC1 | 99.7 | / | 97.2 | 99.6 | -1.8 | -9.1 | -0.8 | 3.4 |

(listing goes on)
SMILES	MEP2-GFP yeast	EBNA-1 inh	RPL19A-GFP yeast	LAP4 TOR yeast	procasp3 activ	proCasp7 act	AHR act	ZTA counter
CC(=O)NCCn1c(SCC(=O)NCC2CCCO2)nc2ccccc2c1=O (stereo not given)	103.2	-2.1	95.9	100.8	4.3	4.7	6.1	1.9
CC(=O)Nc1ccc(N2C(=O)CC(N3CCN(Cc4ccc5c(c4)OCO5)CC3)C2=O)cc1 (stereo not given)	94.9	-8.5	94.8	93.0	-23.8	-9.6	4.4	-15.6
CC(C)(C)c1cc(CCC(=O)NNC(=S)NC(=O)c2ccccc2)cc(C(C)(C)C)c1O	107.0	2.3	103.9	94.8	-5.5	-18.0	6.2	13.6
Cc1ccc(S(=O)(=O)CC(=O)N2CCCCCC2)cc1	102.3	-4.3	97.5	98.3	11.0	1.2	4.0	-12.1
O=C(CSc1ccc2ccccc2n1)Nc1ccc(N2CCOCC2)cc1	108.2	12.7	98.8	99.2	-0.8	14.2	7.4	-0.8
COc1cccc(C(=O)NCC(C)(C)SCc2ccc(F)cc2)c1	104.6	5.5	102.6	93.8	-3.3	-11.8	3.9	20.3
NS(=O)(=O)c1ccc(CCNc2nc(CN3CCOCC3)nc3sc4c(c23)CCC4)cc1	120.5	-7.4	98.5	106.0	-11.9	-7.3	3.9	2.1
CC/C(=C/c1sc2ccc(C)cc2[n+]1CCO)SC	100.3	-0.5	94.1	91.9	-22.2	-29.0	1.2	-2.7
COc1ccccc1S(=O)(=O)Cc1ccc(C(=O)NC2CCCCCC2)o1	100.0	3.1	97.2	92.9	9.6	-7.4	2.8	-16.9
C=CC[C@@H](CC(=O)N[C@H](CO)Cc1ccccc1)C(=O)NCCOC(=O)[C@@H](CC=C)CC(=O)OC(C)(C)C	106.1	/	107.1	105.5	-5.4	8.4	-1.7	/
COc1ccccc1NC(=O)NC1(C(=O)N2CCN(C)CC2)CCCCC1	100.6	-0.8	102.0	105.2	-2.5	-4.9	-0.9	-0.9
COc1cc(CCNC(=O)c2ccccc2NC(=O)C2=C(C)OCCS2)cc(OC)c1OC	106.0	15.3	98.9	98.8	7.6	5.1	2.0	-0.1
O=C(CCN1CCOCC1)NNC(=S)NC(=O)c1ccccc1	96.0	-16.8	99.1	99.4	-2.2	-3.9	2.6	-6.9
CCOC(=O)c1sc(NC(=O)C(OC(C)=O)c2ccccc2)nc1C (stereo not given)	101.4	0.0	101.6	93.4	6.7	1.5	7.5	-1.0
COc1ccc([N+](=O)[O-])cc1NC(=O)COC(=O)Cn1cnc2ccccc2c1=O	90.7	/	93.9	88.4	-1.0	3.3	10.3	/
O=C(NC1CCCCC1)c1ccccc1-c1ccccc1	104.8	-1.4	100.6	97.1	5.8	2.0	-0.2	-30.2
C/C(=N/NC(=O)CN1CCN(S(=O)(=O)c2ccc(Br)cc2)CC1)c1ccncc1	102.0	-6.2	94.8	101.9	6.6	-1.6	-0.1	-5.3
Cc1ccc(C(=O)O/N=C(\N)Cc2cccs2)cc1[N+](=O)[O-]	97.4	2.7	102.1	125.2	-2.3	0.0	-1.9	-6.4
CCN(CC)c1ccc(/C=C(\C#N)C(=O)c2ccc(Br)cc2)cc1	100.4	15.0	93.9	94.3	-4.0	7.8	5.5	-4.2
CCC(C)C(NC(=O)OC(C)(C)C)C(=O)NC(Cc1ccccc1)C(=O)OC (stereo not given)	96.2	-0.3	93.0	97.1	8.2	7.5	0.4	-10.4
CCOc1ccc(S(=O)(=O)N2CCCCC2)cc1NC(=O)C1COc2ccccc2O1 (stereo not given)	97.8	/	95.3	106.3	-0.5	19.2	-0.5	-21.0
CCn1c(=NC(=O)c2ccc(S(=O)(=O)N(C)C)cc2)sc2cccc(OC)c21	108.6	3.8	106.6	90.2	-1.1	-4.2	7.4	-7.9
COc1cccc(NC(=O)COC(=O)/C=C/c2c(C)nn(-c3ccccc3)c2C)c1	97.8	/	99.3	99.8	-11.2	-0.4	1.2	5.5
COc1ccc(N2CCN(C(=O)CNC(=O)c3ccc4ccccc4c3)CC2)cc1	97.6	/	98.4	98.2	-2.4	0.9	0.1	-4.0
COC(=O)c1ncccc1SC	106.2	4.9	108.8	93.7	4.3	-0.1	0.9	20.6
SMILES	MEP2-GFP yeast	EBNA-1 inh	RPL19A-GFP yeast	LAP4 TOR yeast	procasp3 activ	proCasp7 act	AHR act	ZTA counter
COc1ccc(-c2nc(NC3=NCCCCC3)sc2C)cc1	104.3	-18.2	98.8	110.3	-5.8	-4.0	73.1*	-9.2
Cc1ccc(S(=O)(=O)Cc2ccc(C(=O)NC3CCCC3)o2)cc1	89.3	-9.8	97.7	98.4	1.2	11.0	0.6	-8.4
Cc1ccc(C(=O)NCC(C)NC(=O)c2ccc(C)c([N+](=O)[O-])c2)cc1[N+](=O)[O-] (stereo not given)	99.5	-9.3	96.0	108.1	-5.5	3.8	0.1	1.1
CCN(C(=O)COC(=O)CSc1ccc(C)c(C)c1)C1CCS(=O)(=O)C1 (stereo not given)	96.0	1.3	97.9	91.3	-0.1	-1.0	-3.1	4.0
Cc1ccc(-n2c(C)cc(C(=O)CN3CCOCC3)c2C)cc1C	104.2	-2.2	105.7	94.8	1.9	8.0	3.2	-7.4
Cc1ccc(S(=O)(=O)N(CC(=O)NC2CC2)c2ccc(C)c(Cl)c2)cc1	96.2	-4.6	99.3	86.6	4.0	0.8	-1.5	11.6
O=S(=O)(Nc1ccc(O)c2ccccc12)c1ccc(F)cc1	104.5	0.3	99.9	116.1	-15.5	-27.8	20.2	-15.0
CN(C)CCNC(=O)c1c(O)c2c([nH]c1=O)CCCC2	97.8	-4.1	99.6	94.4	6.7	-3.1	2.5	9.6
Cc1ccc(O)c(C2=Nc3ccccc3N=C(c3ccc([N+](=O)[O-])cc3)C2)c1	96.8	-5.5	96.6	97.3	5.2	-1.0	5.8	-16.2
N#Cc1nc(-c2cccs2)oc1N1CCOCC1	100.2	1.3	93.7	90.6	-5.7	-3.6	28.3	-4.8
CCc1nnc(NC(=O)c2ccc(S(=O)(=O)N(CC(C)C)CC(C)C)cc2)o1	120.6	-0.1	101.7	106.8	14.8	11.2	3.4	-3.7
